# DAX1 inh-1 – DAX1 (NR0B1) inhibitors on StAR promoter, primary screen, cell-based, luminescence, SF-1 (NR5A1), full-length DAX-1; HEK293T StAR-luciferase reporter, SF-1/DAX-1 repression relief; inhibition, % at 6.8 µM; 370,000 compounds, 1.1% hits; AID 652010, 2013;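 active = inhibition above the mean over all tested compounds plus 3 SD, cut at about 3.6% in these data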;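 note: 0% = DAX-1 cells with DMSO and 100% = cells lacking DAX-1 with DMSO; higher inhibition means more luminescence from relief of DAX-1 repression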
# DAX1 inh-2 – DAX1 (NR0B1) inhibitors, primary screen, cell-based, HEK293, Gal4-DAX1, luciferase luminescence. Nuclear receptor subfamily 0 group B member 1 (Homo sapiens), P51843. HEK293 Gal4-DAX1 luciferase reporter. inhibition, % at 6.75 µM. 340,000 compounds, 0.99% hits. AID 504766, 2011;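 active = inhibition above the mean over all tested compounds plus 3 SD, cut at about 4.2% in these data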;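 note: 0% = DAX1-transfected cells with DMSO and 100% = empty-vector control cells with DMSO; inhibition shows as a rise in luminescence from relieved DAX1 repression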
# SMARCA2 activ – SMARCA2 (BRM) function activators, primary screen, cell-based, luminescence, high throughput. 370,000 compounds, 1% hits. activation, % at 9.1 µM. MG213 cells, MMTV-luciferase reporter, dexamethasone, overnight; in the data active = activation above about 7.8%;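 note: 0% = vehicle wells and 100% = reference activator wells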
# GC-A act – GC-A stimulated cGMP production enhancers – HEK293 GC-A cells, cGMP TR-FRET, EC30 ANP, primary screen | Atrial natriuretic peptide receptor 1 (Homo sapiens), P16066 | 0% at EC30 ANP, 100% saturating ANP | activation, % at 10 µM | 370,000 compounds, 0.14% hits | AID 1671463, 2021; in the data active = activation above about 40%
# hcDAF12 agonist – H. contortus DAF-12 nuclear receptor activators, primary screen, cell-based, luminescence, HEK293, lit1-tk-luc reporter; HEK293 hcDAF-12 lit1-tk-luc reporter; 0% DMSO, 100% Δ7-dafachronic acid; activation, % at 6.8 µM; 370,000 compounds, 1.4% hits; AID 652067, 2013;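 active = activation above the mean of all tested compounds plus 3 SD, cut at about 5.5% in these data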;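 note: 100% = response to 3 µM Δ7-dafachronic acid high control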
# ssDAF-12 act – S. stercoralis DAF-12 nuclear receptor activators, primary screen, cell-based, luminescence, HEK293, GRIP1 co-expression, lit1-tk-luc; HEK293 ssDAF-12/GRIP1 lit1-tk-luc reporter; % of 3 µM dafachronic acid response; Nuclear hormone receptor DAF-12 (Strongyloides stercoralis); 370,000 compounds, 1% hits; AID 652126, 2013; activation, % at 6.8 µM;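 active = activation above the mean over all tested compounds plus 3 SD, cut at about 0.9% in these data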;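 note: 0% = DMSO-only wells and 100% = 3 µM delta7-dafachronic acid wells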
# HGIII-sPLA2 inh – human group III sPLA2 inhibitors, primary screen, biochemical, QFRET, BODIPY PC-A2 liposome substrate; Group 3 secretory phospholipase A2 (Homo sapiens), Q9NZ20; QFRET BODIPY PC-A2 liposome hydrolysis, fluorescence; inhibition, % at 12.2 µM; 370,000 compounds, 0.56% hits;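 active = inhibition above mean plus 3 SD of compounds lying within the high and low control bounds, cut at about 19% in these data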;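 note: 0% = median of test compound wells and 100% = no enzyme DMSO wells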
# Target sequence (Q9NZ20 whole entry, looked up): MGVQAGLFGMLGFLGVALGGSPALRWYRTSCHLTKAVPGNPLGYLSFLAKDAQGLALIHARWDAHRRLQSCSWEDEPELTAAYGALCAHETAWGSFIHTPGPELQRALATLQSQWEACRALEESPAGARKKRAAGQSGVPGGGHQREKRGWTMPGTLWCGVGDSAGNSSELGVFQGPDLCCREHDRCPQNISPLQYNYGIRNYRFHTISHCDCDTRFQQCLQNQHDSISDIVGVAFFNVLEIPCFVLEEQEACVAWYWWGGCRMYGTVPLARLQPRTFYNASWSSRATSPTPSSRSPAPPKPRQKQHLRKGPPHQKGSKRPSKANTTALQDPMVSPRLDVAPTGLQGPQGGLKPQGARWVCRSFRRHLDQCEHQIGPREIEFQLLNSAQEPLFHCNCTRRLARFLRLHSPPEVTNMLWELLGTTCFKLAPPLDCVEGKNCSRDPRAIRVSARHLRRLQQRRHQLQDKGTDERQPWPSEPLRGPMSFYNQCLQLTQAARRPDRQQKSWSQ
# ADAM10 inh – human ADAM10 inhibitors, primary screen, biochemical, QFRET, HTS; Disintegrin and metalloproteinase domain-containing protein 10 (Homo sapiens), O14672; recombinant ADAM10, EDANS/DABCYL FRET peptide cleavage, 3 h; inhibition, % at 7 µM; 370,000 compounds, 0.62% hits; AID 720582, 2013;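 active = inhibition above a per-campaign cutoff equal to the mean of compounds falling between control-based bounds plus 3 SD, cut at about 20% in these data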;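 note: 0% = DMSO wells while the 100% control is not disclosed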
# Target sequence (O14672 214-748 limits assumed): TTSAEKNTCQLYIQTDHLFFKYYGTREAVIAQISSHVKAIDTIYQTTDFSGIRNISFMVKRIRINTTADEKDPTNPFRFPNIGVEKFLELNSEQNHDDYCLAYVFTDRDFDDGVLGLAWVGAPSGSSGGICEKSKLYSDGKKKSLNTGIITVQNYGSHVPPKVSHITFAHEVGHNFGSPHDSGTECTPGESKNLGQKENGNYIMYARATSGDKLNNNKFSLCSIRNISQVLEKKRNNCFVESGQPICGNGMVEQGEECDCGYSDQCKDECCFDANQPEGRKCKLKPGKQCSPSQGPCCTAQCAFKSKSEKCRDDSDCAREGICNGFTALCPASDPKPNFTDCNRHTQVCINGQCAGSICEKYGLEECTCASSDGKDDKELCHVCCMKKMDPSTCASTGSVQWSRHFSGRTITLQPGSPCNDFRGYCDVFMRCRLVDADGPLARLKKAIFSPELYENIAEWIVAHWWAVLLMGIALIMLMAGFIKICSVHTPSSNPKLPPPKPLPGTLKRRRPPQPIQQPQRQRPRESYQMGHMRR
# hgDAF12 agonist – H. glycines DAF-12 receptor agonists, primary screen, cell-based, luminescence, HEK293, GAL4 fusion, UAS-luciferase. 370,000 compounds, 1.8% hits. HEK293 GAL4-hgDAF12 UAS-luciferase reporter, agonist luminescence; normalized to butyrate control. activation, % at 6.8 µM;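 active = activation above a cutoff set at the mean of all screened compounds plus 3 SD, cut at about 10% in these data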;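 note: 0% = DMSO wells and 100% = sodium butyrate wells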
# NPR2 activator – human GC-B receptor activators, primary screen, HEK293 GC-B cells, cGMP TR-FRET, EC30 CNP; activation, % at 10 µM; Atrial natriuretic peptide receptor 2 (Homo sapiens), P20594; 370,000 compounds, 0.11% hits; 0% at EC30 CNP, 100% saturating CNP;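 active = activation at 10 µM reaching about 35% in either raw or pattern-adjusted values, limit read from the data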
# FXN GAA850 act – FXN promoter activators, primary screen, cell-based, luciferase luminescence, HEK293 lucGAA850 | HEK293 lucGAA850 FXN promoter luciferase reporter, 24 h; percent of 10 µM SAHA response | 360,000 compounds, 0.56% hits | AID 540364, 2011 | activation, % at 6 µM;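 active = activation above the average of all compounds screened plus 3 SD, cutoff fixed separately per campaign, cut at about 7.5% in these data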;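 note: 0% = DMSO wells and 100% = 10 µM SAHA wells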
# Numbers without * were called inactive; i = inactive; . = no result given.
SMILES,DAX1 inh-1,DAX1 inh-2,SMARCA2 activ,GC-A act,hcDAF12 agonist,ssDAF-12 act,HGIII-sPLA2 inh,ADAM10 inh,hgDAF12 agonist,NPR2 activator,FXN GAA850 act
O=C(CNC(=O)c1cccs1)NCC(=O)OCc1c(Cl)cccc1Cl,-1.2,-0.7,3,2,-1.5,-1.6,5,-3,-4.1,-4,-1.1
COc1ccccc1N1CCN(Cc2cc(=O)oc3cc(C)cc(C)c23)CC1,-0.8,.,2,-2,1.8,-0.7,-2,1,0.8,-6,.
CC(Oc1ccccc1)C(=O)NNC(=O)c1ccccn1 (centres undefined),-0.4,0.1,0,1,-3.3,-0.8,2,-2,0.6,5,0.0
c1cc(N2CCOCC2)ccc1-c1ccc2nncn2c1,-2.7,.,-5,0,-4.5,-2.7,1,-9,-11,-4,-2.9
CCOC(=O)Cc1csc(NC(=O)c2ccc3ccccc3n2)n1,0.3,-0.7,4,-2,2.1,0.1,1,-1,-0.1,-4,-0.3
N=c1c(S(=O)(=O)c2ccc(Cl)cc2)cc2c(=O)n3ccccc3nc2n1Cc1ccco1,-0.5,-0.4,-2,1,-1.9,-1.2,1,i,-2.9,2,1.4
Cc1ccccc1C(=O)/C=C1\NC(=O)CS1,-0.5,-0.8,-1,2,-0.9,-1.4,-5,-4,0.6,4,0.5
CC(=O)N(c1ccccc1)C1CC(C)N(C(=O)c2ccccc2)c2ccccc21 (centres undefined),-1.3,-3.5,-1,-4,-4.4,-1.8,-2,-2,-2.6,-9,0.5
CC(C)=CCN1CCN(CCC2=C(C)CCCC2(C)C)CC1CCO (centres undefined),-0.3,1.0,-1,-5,1.1,-1.5,-6,6,2.2,10,-0.7
CCc1cc(=O)[nH]c(SCC(=O)NCc2ccc3c(c2)OCO3)n1,-0.3,1.7,1,4,-1.3,-1.0,-4,0,0.0,5,-0.3
COc1ccc(N2C(C(C)=O)=NN(c3ccccc3)C2c2cccs2)cc1 (centres undefined),-1.0,1.8,-1,-14,-0.6,-0.8,8,-8,-0.7,5,2.1
CC(CC(=O)O)CC(=O)Nc1ccc(Br)cc1 (centres undefined),0.0,-0.7,3,1,-1.0,-1.6,-3,0,-1.6,-4,1.7
C=CCSc1nnc(-c2c[nH]c3ccccc23)n1CC,-1.1,-0.4,5,3,-1.7,-0.9,4,0,1.9,-4,0.1
O=C(Nc1c(F)cc(F)cc1Br)c1cccnc1,0.1,-0.2,-2,3,-2.4,-1.7,4,2,-0.9,0,-1.2
CN1CCN(C(=O)NC2CCCN2S(=O)(=O)c2ccc(Cl)cc2)CC1 (centres undefined),-0.5,2.2,-3,-2,-0.8,-1.0,-2,10,2.0,3,2.4
O=c1c2ccccc2nc2sc3ccccc3n12,1.5,2.7,4,0,1.2,0.1,9,-21,3.4,-4,6.0
CO[C@@H]1CN(C)C(=O)c2cc(NC(=O)Nc3cc(F)ccc3F)ccc2OC[C@H](C)N(C(=O)c2ccccn2)C[C@@H]1C,-1.2,.,-7,2,0.3,-0.4,3,-23,1.6,3,.
O=C1/C(=C/c2ccccc2)NC(=S)N1C(c1ccccc1)c1ccccc1,-1.1,0.4,-3,-4,-0.9,-1.1,-29,-3,3.0,-8,-1.2
COc1ccc(O)c(-c2[nH]ncc2C(=O)c2ccccc2C)c1,-0.4,-1.4,0,1,-1.4,-1.6,-46,9,0.1,-4,-0.9
CC1CCN(S(=O)(=O)c2ccc(C(=O)NC3CCS(=O)(=O)C3)cc2)CC1 (centres undefined),0.4,-0.4,-2,-1,-0.3,-1.0,0,2,0.5,0,2.4
O=C1c2cccnc2C(=O)N1Cc1ccccc1,0.0,1.5,-2,-3,0.6,-1.6,5,9,-2.2,1,0.2
CCOC(=O)C1CCCN(C(=O)c2cccc(N3C(=O)c4ccccc4C3=O)c2)C1 (centres undefined),-0.2,0.4,-4,-3,-0.4,-1.7,1,2,3.6,0,-0.6
COC(=O)C1=NNC2C(=O)N(C3CCCCC3)C(=O)C12 (centres undefined),-1.1,0.0,-1,6,0.7,-1.1,11,-4,1.1,2,1.3
COc1ccc(C(=O)NNC(=O)CSc2nc(C(C)C)nc3ccccc23)cc1,0.1,0.7,-1,3,-1.7,-1.4,-9,-9,-1.9,2,-1.2
CN(C(=O)CSc1nnc(C2CC2)n1C1CC1)C1(C#N)CCCCC1,1.5,0.3,-2,2,0.9,-0.5,16,-24,-0.9,3,2.1
COC(=O)C(O)(CC(=O)Nc1ccc(Cl)cc1Cl)C(F)(F)F (centres undefined),-0.3,2.1,-4,6,1.1,-1.3,-4,13,1.8,6,2.6
O=C(Nc1ccc(-n2ccnc2P(=O)(O)c2ccccc2)cc1)c1ccccc1Cl,0.1,0.6,3,-1,-0.8,-0.8,4,7,1.9,8,1.1
CCN1C[C@@H]2[C@@H]3C(=O)N(C)C(=O)[C@@H]3[C@](Cc3ccccc3)(C1=O)N2C(=O)c1ccc(C(C)(C)C)cc1,0.0,0.7,0,0,-1.0,-0.9,-8,-1,0.5,1,-0.1
CC(C)N(C(=O)COC(=O)Cn1cnc2ccccc21)c1ccccc1,-0.1,-0.1,-3,0,-0.5,-1.4,10,-13,0.7,3,0.8
CSc1ccccc1NC(=O)CN(C1CCCCC1)S(C)(=O)=O,0.4,-1.3,-1,3,-1.2,-1.4,0,3,-0.2,-6,-0.5
C/C(NCCN1CCOCC1)=C(\C#N)C(N)=O,0.8,2.4,-1,1,-0.4,-1.4,-2,-6,-0.1,3,-1.6
CC(C)CC(=O)NC(=S)Nc1ccc(N2CCOCC2)cc1,0.2,-0.9,5,1,-1.7,0.4,9,0,9.0,2,4.3
O=C(NCc1ccc(Cl)cc1)c1csc(-c2cccnc2)n1,-0.6,0.8,-4,0,-1.5,-1.9,0,-2,1.2,4,1.8
CCCCn1nnnc1C(c1ccccc1)N1CCc2ccccc2C1 (centres undefined),0.2,.,-3,-9,0.6,-0.6,-4,-4,-0.7,-9,.
Cc1nc2scc(C)n2c(=O)c1S(=O)(=O)N1CCN(c2ccccc2F)CC1,-0.1,0.8,-5,0,-0.3,-0.9,5,-25,-0.9,0,0.3
COc1cc2nc(C3CC3)n(NC(=O)c3ccc(Cl)cc3)c(=O)c2cc1OC,-0.6,0.2,4,-2,-0.7,-1.3,-3,2,-0.1,-2,-3.6

# Three entries from above, arranged by the number in GC-A act, lowest first.
mol	DAX1 inh-1	DAX1 inh-2	SMARCA2 activ	GC-A act	hcDAF12 agonist	ssDAF-12 act	HGIII-sPLA2 inh	ADAM10 inh	NPR2 activator	FXN GAA850 act
O=C(Nc1ccc(-n2ccnc2P(=O)(O)c2ccccc2)cc1)c1ccccc1Cl	0.1	0.6	3	-1	-0.8	-0.8	4	7	8	1.1
O=c1c2ccccc2nc2sc3ccccc3n12	1.5	2.7	4	0	1.2	0.1	9	-21	-4	6.0
O=C(CNC(=O)c1cccs1)NCC(=O)OCc1c(Cl)cccc1Cl	-1.2	-0.7	3	2	-1.5	-1.6	5	-3	-4	-1.1

# The results go on:
SMILES,DAX1 inh-1,DAX1 inh-2,SMARCA2 activ,GC-A act,hcDAF12 agonist,ssDAF-12 act,HGIII-sPLA2 inh,ADAM10 inh,hgDAF12 agonist,NPR2 activator,FXN GAA850 act
N#CCCn1ncc2ccccc21,-0.6,0.7,0,-1,-2.1,-0.7,-2,4,-1.5,3,1.3
FC(F)Sc1ccc(-n2cc(-c3ccc(Cl)cc3)[n+]3c2CCC3)cc1,-0.8,-0.1,-3,2,0.9,-0.8,4,-6,-0.1,2,0.5
Cc1c(C(=O)NC2CC2)oc2ccc(S(=O)(=O)N3CCCCCC3)cc12,-1.5,0.1,-1,6,-3.0,-1.4,-2,2,-3.4,8,1.1
Cc1ccc(C)c(N2CCN(C(=O)CN(C)S(=O)(=O)c3ccc4c(c3)CCC(=O)N4)CC2)c1,-0.6,0.5,-3,-1,-2.8,-1.4,-5,-9,0.7,-2,-0.5
Cc1nc2sccn2c(=O)c1S(=O)(=O)Nc1ccc(N2CCOCC2)cc1,-0.3,.,-3,-2,5.4,-1.4,10,-14,-1.6,-7,0.9
CC1(C)C(=O)Nc2ccccc2N1C(=O)COc1cccnc1[N+](=O)[O-],-0.5,0.2,-3,-1,-0.9,-1.1,12,-8,-0.8,0,3.6
CC(C)(C)C(=O)Nc1sc2c(c1C#N)CCCCC2,-0.3,-0.4,1,-3,0.5,-1.1,5,-1,2.5,-2,1.4
CCCCC1O[C@@H](C)[C@@H]2CN3CCc4c([nH]c5ccccc45)[C@@H]3C[C@@H]2N1C (some centres undefined),1.0,.,-1,-1,0.7,-0.5,3,-72,-0.3,2,.
CC(=O)NCCCC(=O)NNC1CC(=O)N(c2cccc(Cl)c2)C1=O (centres undefined),0.2,.,0,-2,-1.6,-0.7,-9,-2,0.6,2,2.6
Fc1ccc(CSc2ccc(-c3ccc4c(c3)OCO4)nn2)cc1,0.5,1.3,1,3,0.8,-1.8,6,-1,1.6,1,-0.1
O=C(Nc1ccc2c(c1)OCCO2)N1CCN(Cc2ccccc2)CC1,1.1,0.9,8,0,0.7,-1.2,-1,1,8.2,2,0.1
O=C1COc2ccc(C(=O)COC(=O)c3ncc(Cl)c(Cl)c3Cl)cc2N1,0.1,0.7,-2,-4,0.3,-0.6,6,1,2.2,1,-0.8
Cc1cnc(CNC(=O)CC2C(=O)NCCN2Cc2cccc(F)c2F)cn1 (centres undefined),2.5,-0.1,0,0,0.2,-1.1,2,-10,-0.7,-1,-1.0
C[C@@H]1Cn2cnc(C(=O)N[C@@H](Cc3c[nH]c4ccccc34)C(=O)OC(C)(C)C)c2C(=O)N1,1.4,2.5,-3,-3,0.1,-0.8,-57,-10,-0.4,3,-0.2
COC(=O)C1(C)NC(c2ccccc2C)C2C(=O)N(c3ccc(F)cc3)C(=O)C21 (centres undefined),0.1,3.7,-2,2,0.6,-1.0,12,0,0.5,0,2.6
CC(C)CC(=O)n1sc(NC(=O)c2ccccc2)nc1=O,-0.1,0.0,0,-1,2.4,-2.0,3,-4,0.8,-1,-5.0
CC(CO)(CO)NC(=O)c1ccc(=O)[nH]n1,0.5,-0.5,-2,2,0.2,-1.4,2,0,-0.3,3,2.3
Cc1ccc(-c2cc(=O)c3ccccc3[nH]2)cc1,0.1,3.0,4,3,1.1,-0.9,7,-10,3.7,-2,-0.6
COc1nc(NC(C)=O)nc(C)c1Br,0.2,.,-4,6,-0.1,-0.7,-1,12,0.1,-4,.

# Screening data as filed in PubChem.
